Giardia killer – kills Giardia lamblia. actives 0.15% (n = 340,000). AID 540267. activity change, % at 7.66 µM, hits read low. Giardia lamblia trophozoite viability; in the data active = activity change below about -80%; inconclusive = between about -30% and that limit;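 note: parasites exposed to compound for two days anaerobically before the ATP read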
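Trophozoite viability was measured as ATP-dependent luminescence, read 15-30 min after reagent addition. Before that, parasites at 100 cells/well were exposed to compounds for 48 h, anaerobically, at 37 deg C.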
KCNH2 WT inh – inhibitors of human wildtype KCNH2 potassium channel. U2OS, BacMam KCNH2, thallium flux FluxOr; active compounds read low. activity change, % at 1.84 µM. AID 720551. Q12809. actives 0.37% (n = 340,000);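 active = maximum activity change below -70%; inconclusive = maximum activity change between -70% and -50%; inactive = maximum activity change above -50%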
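U2OS cells were transduced with wild-type KCNH2 virus (2.03 x 10^8 / mL) for 4 h at room temperature, then cultured overnight at 37 C. Thallium flux was read with FluxOr dye. Rate constants were normalized to DMSO controls.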
KCNH2 3.1 block – KCNH2 3.1 (human) potassium channel inhibition | U2OS KCNH2 3.1, thallium flux FluxOr; active compounds read low | activity change, % (tested at about 1.8 µM) | actives 0.95% (n = 340,000);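 active = maximum activity change below -70%; inconclusive = maximum activity change from -70% to -50%; inactive = maximum activity change above -50%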;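 note: thallium influx rate constant from kinetic fluorescence after stimulation buffer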
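Channel expression came from 3.1 mutant virus (1.77 x 10^8 /mL) applied to suspended U2OS cells for 4 h. Flux was tracked with FluxOr dye plus Red40 quencher, and kinetic rate constants normalized to controls.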
Eya2 inh – inhibitors of human Eya2 phosphatase activity | recombinant Eya2, OMFP fluorescence dephosphorylation (OMFP is methylfluorescein phosphate) | Potency, µM (titrated, usually from 76.9 µM), for the others: at the top dose activity, negative = inhibition, usual class: inhibitors | actives 0.006% (n = 330,000) | AID 488837; note: potency is the fitted concentration of half-maximal effect
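Eya2 protein (added as 0.2 uM solution) was preincubated with compound for 10 min at ambient temperature in 50 mM HEPES pH 7.5, 50 mM NaCl, 5 uM MgCl2, 0.05% BSA, 1 mM DTT. OMFP (added at 50 uM) then reacted 10 min; fluorescence read at 485/525 nm.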
BCR signal inh – chronic active BCR signaling inhibition | Potency, µM (titrated, usually from 46.1 µM), for inactives: at the top dose ratio change, negative = lower green/red ratio, actives largely listed as inhibitors | ABC-DLBCL IkBa-CBG/CBR reporter, luminescence ratio, 4 h | actives 0.05% (n = 340,000); active = well fitted inhibition curve with a large enough effect in the signal ratio, with a control signal flat, not every such curve was filed as active; inconclusive = small, poorly fitted or top-dose-only effect, or effect the other way, or a change in a side signal; the % refers to the signal ratio;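 note: potency is the fitted concentration of half-maximal effect; plate controls were basal doxycycline-induced cells for no effect and cells given 10 µM MG132 for full effect; MG132 reads +100%, hits lower the ratio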
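TMD8 human ABC-DLBCL cells with doxycycline-inducible IκBα–green luciferase fusion and unfused red luciferase, in 0.5% FBS medium; compounds up to 46 uM, 4 h at 37C. Green/red luminescence ratio, filter-overlap corrected, fitted to concentration-response curves.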
PKM2 activator – increases activity of human pyruvate kinase M2; Potency, µM (top dose mostly 57.5 µM), inactives show at the top dose activation, usual class: activators; AID 1631; actives 0.34% (n = 260,000); purified PKM2, Kinase-Glo ATP luminescence, activation; response scale: 0% is enzyme alone, no compound; note: potency is the fitted concentration of half-maximal effect; nearly all actives have a fitted effect of over 55% in size
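Purified hPK-M2 (>95% pure) converted ADP (0.1 mM final) to ATP with 0.5 mM PEP in 50 mM imidazole pH7.2, KCl, MgCl2, Tween 20, BSA; 1 h at room temperature. ATP detected by Kinase-Glo luminescence.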
USP2a block – inhibitors of human ubiquitin-specific protease USP2a | O75604 | USP2 core, Ub-CHOP2 coupled fluorogenic reporter, 485/531 | Potency, µM (series often up to 38.3 µM), without a hit: at the highest dose activity change, negative = inhibition, usual class: inhibitors | actives 0.01% (n = 330,000);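 note: potency is the fitted concentration of half-maximal effect; plate controls were DMSO wells for no effect and full inhibition by NEM control for full effect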
Target sequence (O75604 whole entry, looked up): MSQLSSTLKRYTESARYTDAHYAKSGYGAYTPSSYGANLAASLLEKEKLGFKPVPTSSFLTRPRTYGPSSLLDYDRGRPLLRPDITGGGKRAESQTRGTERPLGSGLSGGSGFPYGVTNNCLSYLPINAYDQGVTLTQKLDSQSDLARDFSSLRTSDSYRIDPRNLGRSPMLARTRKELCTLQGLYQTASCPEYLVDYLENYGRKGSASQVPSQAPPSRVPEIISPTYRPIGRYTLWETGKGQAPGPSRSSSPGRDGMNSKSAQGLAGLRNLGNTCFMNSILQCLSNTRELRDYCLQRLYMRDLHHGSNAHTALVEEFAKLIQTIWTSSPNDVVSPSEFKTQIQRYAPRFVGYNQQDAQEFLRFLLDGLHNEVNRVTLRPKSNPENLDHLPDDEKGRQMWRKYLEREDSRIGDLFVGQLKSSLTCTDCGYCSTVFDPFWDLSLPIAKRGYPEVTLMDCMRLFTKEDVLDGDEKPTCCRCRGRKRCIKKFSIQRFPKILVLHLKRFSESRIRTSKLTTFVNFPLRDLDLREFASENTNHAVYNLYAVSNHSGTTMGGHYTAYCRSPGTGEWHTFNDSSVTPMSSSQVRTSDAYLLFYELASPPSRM
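Deubiquitinase activity read as fluorescence (485/531 nm) after Ub-CHOP2 cleavage activates the enterokinase reporter on its substrate; USP2 core 10nM, Ub-CHOP2 and substrate 25nM each, 30min compound preincubation then 60min RT; data normalized to NEM, curves fitted.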
GALK inhibitor – galactokinase (human) inhibition; actives 0.007% (n = 270,000); P51570; AID 1868; Purified GALK, Kinase-Glo residual ATP luminescence; Potency, µM (titrated, usually from 57.5 µM), without a hit: at the top dose activity change, negative = inhibition, actives largely listed as inhibitors; note: potency is the fitted concentration of half-maximal effect
Target sequence (P51570 whole entry, looked up): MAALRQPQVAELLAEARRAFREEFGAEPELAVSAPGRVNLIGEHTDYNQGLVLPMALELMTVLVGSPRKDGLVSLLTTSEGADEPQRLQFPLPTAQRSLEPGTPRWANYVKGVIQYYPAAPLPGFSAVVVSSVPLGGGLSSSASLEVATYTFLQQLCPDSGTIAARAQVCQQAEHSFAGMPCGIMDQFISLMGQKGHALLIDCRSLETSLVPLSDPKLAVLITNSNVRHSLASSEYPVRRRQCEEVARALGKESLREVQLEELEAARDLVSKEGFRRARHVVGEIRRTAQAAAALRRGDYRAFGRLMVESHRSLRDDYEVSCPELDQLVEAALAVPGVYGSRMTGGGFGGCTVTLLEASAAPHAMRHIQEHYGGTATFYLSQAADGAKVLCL
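The enzyme phosphorylates galactose (100 uM) using ATP (35 uM); inhibition is detected as higher residual ATP, quantified by bioluminescence after 1 h reaction at room temperature, pH 8.0.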
uPA surface inh – cell surface uPA generation inhibition; Potency, µM (doses to about 38.3 µM), inactives show at the top dose activity change, negative = inhibition, hits mostly inhibitors; AID 540303; actives 0.31% (n = 330,000); cell surface uPA generation assay, qHTS; active = well fitted inhibition curve with a large enough effect; inconclusive = small, poorly fitted or top-dose-only effect; inactive = no such curve, though single readings can be large or run the other way; tested in mouse RAW 264.7 cells; note: potency is the fitted concentration of half-maximal effect; nearly all actives have a fitted effect of over 55% in size
FBPA coupling cs – coupling enzyme interference in Giardia aldolase counter-screen; coupling enzyme system counterscreen, AmpLite Red fluorescence; activity change, negative = inhibition, % at 58.2 µM, hits read low; actives 0.67% (n = 290,000); AID 2472; in the data active = activity change below about -30%
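Coupling enzymes only (glyceraldehyde-3-phosphate) + compound, at 57.5 uM final, 10 min RT; add substrate/coupling/AmpLite Red mix, 20 min RT; fluorescence ex 525/em 598 nm. Actives flag coupling-system interference.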
B2AR arrestin – recruits beta-arrestin to the human beta2-adrenergic receptor | beta-arrestin recruitment to beta2AR, cell-based reporter | Potency, µM (series often up to 46.1 µM), for the others: at the highest dose activation, usual class: activators | actives 0.02% (n = 330,000);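 note: potency is the fitted concentration of half-maximal effect; 0% = DMSO controls and full agonism = EC100 isoproterenol or metaproterenol; nearly all actives have a fitted effect of over 65% in size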
* hit, by the source's call; ? = inconclusive; / = not tested or not shown; [ ] = another dose, or the depositor's remark. Unless noted, calls come from the whole dose curve; as a rule, active = well fitted curve in the direction sought with a large enough effect; inconclusive = small, poorly fitted or top-dose-only effect, or another doubt; inactive = no such curve, though single readings can be large; an effect the other way counts as inactive or inconclusive. Unless noted, % is set by controls: 0 for no effect and ±100 for the full control effect.

SMILES | Giardia killer | KCNH2 WT inh | KCNH2 3.1 block | Eya2 inh | BCR signal inh | PKM2 activator | USP2a block | GALK inhibitor | uPA surface inh | FBPA coupling cs | B2AR arrestin
CCCCCOc1ccccc1C(=O)NCCC(=O)O | -11 | 1 | 2 | 0% | 16% | -22% | 0% | 4% | / | 3 | 0.0%
CCOC(=O)c1ccc(NC(=O)CSc2nncn2-c2cccnc2)cc1 | 23 | 0 | 5 | ? | 3% | -3% | 0% | 7% | 1% | -1 | -0.4%
C=CCNC(=O)C1CC(=O)N(c2ccc(OCC(=O)Nc3ccc(OC)cc3)cc2)C1 (configuration not stated) | 4 | 2 | / | -20% | 7% | -8% | -2% | 3% | -1% | 3 | -0.1%
C=C(C)CN=C1SC(C(=O)Nc2sc3c(c2C(=O)OC)CCC3)C(N)=C1C(N)=O (configuration not stated) | 8 | 3 | 2 | -3% | ? | 1% | -11% | 2% | 11% | -2 | -1.0%
O=C(c1ccc2c(c1)OCO2)C1CCCN(C2CCN(CCc3ccccc3)CC2)C1 (configuration not stated) | -15 | 70 | -33 | -3% | -18% | -3% | 2% | 5% | -7% | 1 | -0.8%
CCN(Cc1ccccc1)C(=O)CCS(=O)(=O)c1ccc2c(c1)n(C)c(=O)c(=O)n2C | -4 | -6 | 2 | ? | 0% | 7% | 2% | / | -5% | 2 | -0.4%
O=C(CN(C(=O)Cn1nnc(-c2ccc(F)cc2)n1)c1cnc2ccccc2c1)NCC1CCCO1 (configuration not stated) | -7 | 0 | -13 | 2% | 0% | -6% | 0% | 1% | -4% | 2 | 0.0%
CCOC(=O)c1sc(Nc2ccccc2)nc1C | 15 | -27 | ? | -6% | -19% | 3% | 1% | 1% | -12% | -4 | 0.2%
CCN(CC(=O)Nc1ccc2c(c1)OCCO2)CC(=O)Nc1ccccc1C(F)(F)F | -19 | -3 | -9 | 5% | -1% | / | -1% | / | -1% | / | -2.4%
Cc1ccc2c(c1)cc1c(=O)n(CC(=O)N3CCCC3)nc(C)n12 | -12 | 1 | 6 | -4% | -19% | / | 4% | -4% | -1% | / | 0.1%
CN1C(=O)S/C(=C/c2ccccc2OCc2ccc(C(=O)O)cc2)C1=O | 1 | 7 | 44 | 4% | 17% | 2% | 0% | -1% | -3% | 15 | 0.1%
O=C1CC(NCc2ccc3c(c2)OCO3)C(=O)N1Cc1ccc2c(c1)OCO2 (configuration not stated) | 2 | 10 | 20 | 12% | 1% | 1% | -1% | -1% | 2% | 0 | 0.5%
COc1ccccc1NC(=O)c1ccc(COc2ccc3c(c2)CCC3)cc1 | 7 | -2 | -14 | -9% | ? | 1% | 0% | -1% | -9% | 0 | 0.2%
O=C(c1ccc(Cl)c(S(=O)(=O)N2CCCCCC2)c1)N1CCN(c2ccc(O)cc2)CC1 | 5 | 7 | -7 | 15% | 2% | / | 3% | / | ? | / | 0.1%
COc1ccccc1/C=C/C(=C1/C(=O)N(c2ccccc2)N=C1C)c1ccc(C)cc1 | 16 | -2 | 2 | -1% | -2% | -8% | 3% | 1% | 2% | 3 | -0.4%
COC(=O)c1sc(N)c(C(=O)OC)c1COC(=O)C12CC3CC(CC(O)(C3)C1)C2 | -3 | -5 | 13 | 3% | ? | 0% | 2% | -2% | 0% | -5 | 3.0%
CC1CCc2sc(C(=O)NC(C)C3CCCO3)cc2C1 (configuration not stated) | -19 | 1 | 7 | -12% | ? | / | 3% | 0% | -13% | / | 0.0%
CC(C)[C@H](NC(=O)c1ccccc1)C(=O)OCc1nnc(-c2ccccc2)o1 | -22 | -1 | -17 | -20% | 1% | 3% | 3% | -1% | 3% | 1 | -0.2%
CCOc1ccccc1-c1nc(C(N)=O)c2[nH]c(=O)n(-c3ccc(F)cc3)c2n1 | -11 | -12 | -84* | -4% | 2% | 3% | 4% | 2% | 20% | 3 | -0.3%
COc1ccc(C)cc1N(CC(=O)N1CCCCCC1)S(=O)(=O)c1ccccc1 | -1 | -5 | 8 | 12% | -2% | / | 1% | 5% | 2% | 1 | -0.5%
Cc1ccc(C(C(=O)NC2CCCC2)N(CCCO)C(=O)Cn2nnc(-c3ccc(C)o3)n2)cc1 (configuration not stated) | -9 | 3 | -16 | -10% | 11% | / | 0% | -1% | 1% | 0 | 0.1%
CCOC(=O)c1ccc(NC(=S)NCc2ccccc2)cc1 | -6 | -2 | -4 | -4% | 19% | -3% | 1% | / | -1% | 0 | -0.8%
Cc1cc(=O)oc2cc(NC(=O)C(C)Oc3ccccc3)ccc12 (configuration not stated) | 4 | 1 | 17 | 6% | -5% | / | -1% | / | 0% | / | -1.3%
Cc1coc2c(C)c3oc(=O)c(CCC(=O)NCCCN4CCOCC4)c(C)c3cc12 | -16 | 0 | 11 | -2% | 5% | -3% | 0% | / | 3% | -2 | -0.8%
Cc1cccc(Oc2ccc(NC(=O)c3ccccc3C(=O)O)cc2)c1C | -20 | -1 | 9 | 3% | -1% | / | 0% | -7% | 2% | 9 | 0.1%
CCN(CC1COc2ccccc2O1)C(=O)CN1C(=O)NC(C)(c2ccc(C)cc2)C1=O (configuration not stated) | -16 | -8 | 1 | -18% | -10% | / | 3% | / | -2% | / | -0.1%
Cc1nnc(SCC(=O)NC2CC2)n1CC1CCCO1 (configuration not stated) | 17 | -18 | 6 | 11% | 2% | -4% | 0% | -3% | 5% | 0 | 0.1%
CN1C(C(=O)N2CCc3ccccc3C2)=CC(c2ccc(F)cc2)=NS1(=O)=O | 5 | -5 | -8 | 5% | 5% | 1%[0.46 µM] | 3% | 0% | -21% | -1 | -0.7%
Cc1cccn2cc(CNC(=O)c3ccco3)nc12 | 8 | 4 | 1 | 3% | 0% | 0% | 4% | -3% | -1% | 3 | -1.1%
CCOC(=O)C1=C(C)N(CCO)C(=O)NC1c1ccccc1 (configuration not stated) | -3 | -9 | 17 | 31% | 5% | 25% | 0% | 4% | / | -1 | -0.1%
O=c1cc(CSc2ccccc2)[nH]c2ccccc12 | -10 | 5 | 10 | -8% | 1% | / | 8% | 9% | -8% | 2 | 0.0%
NS(=O)(=O)c1ccc(CCNC(=O)CN2CCN(c3ccccc3F)CC2)cc1 | 16 | 5 | 13 | 4% | 5% | -3% | 2% | 0% | -2% | 3 | -1.8%
Clc1cccc(C[n+]2cc(-c3ccccc3)n3c2CCC3)c1 | -11 | 2 | -2 | -2% | 0% | -4% | -1% | 1% | -8% | 3 | 1.3%
CSCC[C@H](NC(=O)[C@H](Cc1ccccc1)n1c(=O)[nH]c2ccccc2c1=O)C(=O)N1CCC(C(=O)O)CC1 | 5 | 8 | 0 | -1% | ? | -2% | -4% | / | 2% | 1 | -0.1%
COC(=O)c1sccc1NC(=O)c1cccs1 | 4 | 5 | -30 | 0% | 11% | 3% | 9% | 0% | -9% | 4 | -0.4%
C=CCON1C(=O)c2ccccc2C1=O | -6 | -24 | 2 | 3% | ? | -1% | -8% | -3% | 8% | 6 | -0.2%
Cc1cccc(C(=O)Nc2cccnc2Cl)c1 | 1 | -1 | 0 | 9% | -1% | -1% | 0% | / | 3% | 0 | -0.6%
COc1ccc(-n2cnnc2SC(C)C(=O)Nc2cccc([N+](=O)[O-])c2)cc1 (configuration not stated) | 12 | 1 | -5 | -1% | -18% | 1% | 0% | 0% | 8% | 0 | -0.3%
